Screening data (PubChem)
TAAR1 agonist: human TAAR1 agonism | Q96RJ0 | CHO RD-HGA16 TAAR1, Fluo-8 calcium fluorescence; vehicle wells 0%, saturating PEA agonist 100% | activation, % at 3 µM | 360,000 compounds, 0.99% hits;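 active = activation above the mean activation of all test compounds in the run plus 3 SD, cut at about 38% in these data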
Target sequence (Q96RJ0 whole entry, looked up): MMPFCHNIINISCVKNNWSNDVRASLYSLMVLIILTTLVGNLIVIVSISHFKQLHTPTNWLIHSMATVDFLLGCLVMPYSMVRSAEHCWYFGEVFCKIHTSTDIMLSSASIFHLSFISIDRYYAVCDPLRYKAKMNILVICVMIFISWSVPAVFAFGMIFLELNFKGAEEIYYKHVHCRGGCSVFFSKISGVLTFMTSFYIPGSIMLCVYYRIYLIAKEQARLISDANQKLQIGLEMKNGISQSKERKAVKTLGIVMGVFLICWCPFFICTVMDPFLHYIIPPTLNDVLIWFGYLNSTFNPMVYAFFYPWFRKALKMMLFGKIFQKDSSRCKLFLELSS
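Test system: RD-HGA16 (CHO) cells co-expressing Gα16 and hTAAR1 / Benchmarks: DMSO vehicle as 0%, PEA at EC100 as 100% / Repeats: no replicates (n 1) / Measure: % activation from peak over basal fluorescence ratio, DMSO-to-PEA scaled / Timing: 17-24 h plating, Fluo-8 75 min 37 °C, 30 min RT / Technique: kinetic Fluo-8 calcium fluorescence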
CHO-K1 Ca PAM: nonselective activator or artifact in parental CHO-K1 calcium assay. ATP EC20, Fluo-8 calcium fluorescence; 0% at ATP EC20, 100% at ATP max. activation, % at 3 µM. 360,000 compounds, 0.02% hits. AID 602247;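 active = activation above the run cutoff, the mean activation of all test compounds plus 3 SD, cut at about 40% in these data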;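 also: peak over basal fluorescence ratio in a 140 s read after ATP addition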
CHO-K1 Ca antag: M1 antagonist counterscreen hit in parental CHO-K1 cells. ATP-induced calcium, Fluo-8 fluorescence. inhibition, % at 3 µM. 360,000 compounds, 0.6% hits. AID 602250;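 active = inhibition above a per-plate cutoff, the plate's mean sample inhibition plus 3 SD, cut at about 24% in these data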;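 also: 0% = DMSO plus EC80 ATP and 100% = DMSO alone without ATP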
M1 ag: human M1 muscarinic receptor agonism | P11229 | CHO-K1 hM1, Fluo-8 calcium fluorescence, agonist mode; 0% DMSO, 100% acetylcholine EC100 | activation, % at 3 µM | 360,000 compounds, 0.33% hits | AID 588814;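 active = activation above the run's mean compound activation plus 3 SD, cut at about 16% in these data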;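 also: peak over basal fluorescence ratio within a 140 s kinetic read after compound addition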
Target sequence (P11229 whole entry, looked up): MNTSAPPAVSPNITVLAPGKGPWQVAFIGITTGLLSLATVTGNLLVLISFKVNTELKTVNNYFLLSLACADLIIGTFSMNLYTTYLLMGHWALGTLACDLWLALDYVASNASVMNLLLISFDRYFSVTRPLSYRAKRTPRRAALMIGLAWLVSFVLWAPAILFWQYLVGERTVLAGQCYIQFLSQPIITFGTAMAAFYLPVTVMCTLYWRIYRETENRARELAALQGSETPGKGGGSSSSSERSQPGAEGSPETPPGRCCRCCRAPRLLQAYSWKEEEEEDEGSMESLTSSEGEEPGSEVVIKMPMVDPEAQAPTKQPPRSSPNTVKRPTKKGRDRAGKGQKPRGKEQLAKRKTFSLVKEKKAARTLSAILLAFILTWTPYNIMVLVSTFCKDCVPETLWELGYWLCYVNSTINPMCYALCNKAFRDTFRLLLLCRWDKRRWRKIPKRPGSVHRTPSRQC
M1 antag: human CHRM1 antagonism; inhibition, % at 3 µM; P11229; CHO-K1 hM1, Fluo-8 calcium fluorescence, ACh EC80 antagonist; 360,000 compounds, 1.3% hits;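 active = percent inhibition above its own plate's cutoff, namely the mean of that plate's compound wells plus 3 SD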;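 also: peak over basal fluorescence ratio during 140 s after agonist addition; 0% = ACh EC80 plus DMSO and 100% = DMSO alone without agonist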
CHO parental Ca: counter-screen for OX1R antagonists: effect in parental CHO cells | parental CHO-K1, ATP-induced calcium, Fluo-8 fluorescence | inhibition, % at 5.6 µM | 330,000 compounds, 0.63% hits | AID 463079;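 active = inhibition above that plate's mean sample inhibition plus 3 SD, cut at about 26% in these data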;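 also: 0% = ATP-challenged DMSO wells and 100% = DMSO wells without ATP; some compounds past the cut are filed as inactive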
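Test system: untransfected parental CHO cell line. Compound: one dose, 5.6 µM nominal. Detection: intracellular calcium via Fluo-8 no-wash fluorescent dye. Measure: % inhibition. Benchmarks: ATP-challenged DMSO wells low, unchallenged DMSO wells high.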
M1 PAM: positive allosteric modulators of human M1 muscarinic receptor | 360,000 compounds, 0.088% hits | P11229 | activation, % at 3 µM | CHO-K1 hM1, Fluo-8 calcium fluorescence, ACh EC20; 0% = ACh EC20, 100% = maximal ACh | AID 588819; in the data active = activation above about 19%, passing the limit was not always enough
TAAR1 antagonist: human TAAR1 antagonism. 360,000 compounds, 1.5% hits. AID 624466. Q96RJ0. inhibition, % at 3 µM. CHO RD-HGA16 TAAR1, Fluo-8 calcium fluorescence, antagonist;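 active = inhibition above a per-plate cutoff, the mean inhibition of test compounds on that plate plus 3 SD, cut at about 49% in these data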;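 also: 0% = DMSO plus EC80 beta-PEA response and 100% = DMSO alone without agonist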
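Material: RD-HGA16 CHO cells with stable hTAAR1 and Gα16; Dosing: single nominal final test compound concentration of 3 µM; Schedule: seeding 17-24 h prior, 75-min 37 °C, 30-min RT dye loading; Detection: kinetic Fluo-8 calcium fluorescence measurement; Measure: % inhibition from peak post-agonist over basal fluorescence ratio; Benchmarks: vehicle and agonist controls.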
CHO-K1 Ca ag: M1 agonist counterscreen hit in parental CHO-K1 cells | activation, % at 3 µM | 360,000 compounds, 0.48% hits | Fluo-8 calcium fluorescence; scaled to maximal ATP response, vehicle zero; in the data active = activation above about 15%;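 also: untransfected CHO-K1 host cells lacking M1 receptor as counterscreen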
The depositor's hits bear a star; x = no result given.

Second line of a record: TAAR1 agonist	CHO-K1 Ca PAM	CHO-K1 Ca antag	M1 ag	M1 antag	CHO parental Ca	M1 PAM	TAAR1 antagonist	CHO-K1 Ca ag
COc1ccccc1C(=O)NCC1(c2ccccc2)CCCC1
  14	21	-24	-8	1	-37	-1	14	0.4
CCOC(=O)CSc1nc2sc3c(c2c(=O)n1-c1ccccc1)CCN(C(C)C)C3
  3	10	-5	-11	14	-6	-15	14	-0.3
CN(CC(=O)Nc1ccc(Cl)c(C(F)(F)F)c1)C(=O)CCc1nc2ccccc2c(=O)[nH]1
  0	16	-7	0	-5	-7	5	18	1.0
CCCc1cc(=O)[nH]c(SCC(=O)Nc2cc(S(=O)(=O)N3CCOCC3)ccc2N(CC)CC)n1
  0	9	-3	-8	-5	-20	-5	9	-0.1
O=C(Nc1nc2ccc(Oc3ccccc3)cc2s1)c1cc([N+](=O)[O-])ccc1N1CCOCC1
  1	23	-7	-5	-1	-14	8	-22	0.6
NC(=O)N(CCC(=O)O)c1ccccc1
  1	9	-4	-3	10	2	-6	-6	0.4
Cn1nccc1C(=O)Nc1ccc2c(c1)OCCO2
  3	26	-12	-9	-9	-1	11	5	0.1
N#Cc1c(-c2ccccc2)c(-c2ccccc2)nn(CC(=O)NNC(=O)Nc2ccc(Cl)cc2)c1=O
  4	16	-5	-6	-14	-22	5	-31	7.2
Cc1ccc(-n2c3nc(=O)[nH]c(=O)c-3cc3c(C)nn(-c4ccccc4)c32)c(C)c1
  7	23	-15	-5	-9	-1	6	17	1.4
Cc1nc(SCc2nc3ccccc3[nH]2)c2oc3cc(Br)ccc3c2n1
  10	-10	2	-8	-1	-11	-4	42	0.1

Looked up one by one from above, 2 records:
Second line of a record: TAAR1 agonist	CHO-K1 Ca PAM	CHO-K1 Ca antag	M1 ag	M1 antag	CHO parental Ca	M1 PAM	TAAR1 antagonist	CHO-K1 Ca ag
CCCc1cc(=O)[nH]c(SCC(=O)Nc2cc(S(=O)(=O)N3CCOCC3)ccc2N(CC)CC)n1
  0	9	-3	-8	-5	-20	-5	9	-0.1
Cc1nc(SCc2nc3ccccc3[nH]2)c2oc3cc(Br)ccc3c2n1
  10	-10	2	-8	-1	-11	-4	42	0.1

Some of these compounds in order of heavy-atom count, smallest number first:
Second line of a record: TAAR1 agonist	CHO-K1 Ca PAM	CHO-K1 Ca antag	M1 ag	M1 antag	CHO parental Ca	M1 PAM	TAAR1 antagonist	CHO-K1 Ca ag
NC(=O)N(CCC(=O)O)c1ccccc1
  1	9	-4	-3	10	2	-6	-6	0.4
Cn1nccc1C(=O)Nc1ccc2c(c1)OCCO2
  3	26	-12	-9	-9	-1	11	5	0.1
Cc1nc(SCc2nc3ccccc3[nH]2)c2oc3cc(Br)ccc3c2n1
  10	-10	2	-8	-1	-11	-4	42	0.1
Cc1ccc(-n2c3nc(=O)[nH]c(=O)c-3cc3c(C)nn(-c4ccccc4)c32)c(C)c1
  7	23	-15	-5	-9	-1	6	17	1.4
CN(CC(=O)Nc1ccc(Cl)c(C(F)(F)F)c1)C(=O)CCc1nc2ccccc2c(=O)[nH]1
  0	16	-7	0	-5	-7	5	18	1.0

Later entries:
Second line of a record: TAAR1 agonist	CHO-K1 Ca PAM	CHO-K1 Ca antag	M1 ag	M1 antag	CHO parental Ca	M1 PAM	TAAR1 antagonist	CHO-K1 Ca ag
Cc1ccccc1C(=O)Oc1ccc(Br)cc1C(=S)N1CCCC1
  1	14	0	-6	-4	15	-4	16	0.5
C=CCSc1nc(N)c(C#N)c(-c2ccccc2)c1C#N
  16	11	1	-6	-3	0	-1	37	1.4
CN1CCC(=NNC(=O)CN(c2cccc([N+](=O)[O-])c2)S(=O)(=O)c2ccccc2)CC1
  -1	25	-22	-6	-9	-11	11	-4	2.0
O=C(Nc1nnc(-c2ccc(F)cc2)o1)c1cc(Cl)sc1Cl
  30	17	-11	-4	-4	-14	5	-14	0.2
COc1ccc(NC(=O)CSc2ncnc3[nH]ncc23)cc1
  -1	12	-18	-3	-18	-3	12	-12	0.4
O=C(c1cc2ccccc2s1)N1CCN(c2ccccn2)CC1
  2	-9	-2	-4	-12	-7	4	1	2.2
Cc1ccc(S(=O)(=O)n2ccc(OC(=O)c3cccs3)n2)cc1
  99*	-4	-5	-4	9	-7	-3	19	0.7
CC(=O)Nc1cccc(-c2ccnc3c2CC(C(=O)NCc2ccc(N(C)C)cc2)O3)c1 (stereo not given)
  3	7	2	0	8	x	-7	-9	5.2
CCOc1ccc(S(=O)(=O)NCCC(=O)NNC(=O)c2ccc(F)cc2)cc1
  0	29	1	0	-7	x	13	-12	-0.3
CCCCc1ccc(/C=C(\C#N)C(N)=S)s1
  12	0	7	-10	9	x	-16	14	2.2

(listing goes on)
Second line of a record: TAAR1 agonist	CHO-K1 Ca PAM	CHO-K1 Ca antag	M1 ag	M1 antag	CHO parental Ca	M1 PAM	TAAR1 antagonist	CHO-K1 Ca ag
CCOC(=O)Nc1ccc2c(c1)Nc1ccccc1S2
  -2	21	-5	-5	-5	-1	-1	-6	0.9
CC(C)(C)c1ccc(C(=O)N2CCC2(C)C(=O)NCc2ccc3c(c2)OCO3)cc1 (stereo not given)
  0	8	-14	-1	-7	x	-10	-9	3.4
CCOC(=O)C1=C(COC(=O)COc2cc(C)ccc2C)NC(=O)NC1C (stereo not given)
  9	2	0	-3	1	-16	-2	7	2.7
Cc1cccc(N2CCN(C3=NC(=O)C(=C4CCCCC4)S3)CC2)c1
  4	-8	19	1	4	8	-3	15	0.9
CC(C)(C)c1ccc(OCCNC(=O)c2ncn[nH]2)cc1
  1	11	-7	-1	-21	-7	4	10	1.0
COC(=O)c1c(NC(=O)Cc2ccccc2)sc2c1CC(C)(C)NC2(C)C
  12	12	-8	-1	-3	-10	3	7	0.9
CCOC(=O)C1CCN(S(=O)(=O)c2cn(C)cn2)CC1
  2	0	-3	-2	-12	-4	6	-11	0.0
CCn1c(SCC(=O)NCC2CCCO2)nnc1-c1ccccc1OC (stereo not given)
  4	1	-2	-3	7	-10	-1	6	5.8
CCN(CC)C(=O)CNC(=S)N(CCCN1CCOCC1)Cc1cccs1
  1	24	-11	-10	-4	-9	5	-16	0.0
O=S(=O)(c1ccccc1)N1CCN(CC(O)COc2ccc3c(c2)CCC3)CC1 (stereo not given)
  6	-11	0	-1	-5	-9	-5	5	5.4

6 entries from above, in CSV form.
Molecule,TAAR1 agonist,CHO-K1 Ca PAM,CHO-K1 Ca antag,M1 ag,M1 antag,CHO parental Ca,M1 PAM,TAAR1 antagonist,CHO-K1 Ca ag
CCOC(=O)Nc1ccc2c(c1)Nc1ccccc1S2,-2,21,-5,-5,-5,-1,-1,-6,0.9
CC(C)(C)c1ccc(C(=O)N2CCC2(C)C(=O)NCc2ccc3c(c2)OCO3)cc1 (stereo not given),0,8,-14,-1,-7,x,-10,-9,3.4
CCOC(=O)C1=C(COC(=O)COc2cc(C)ccc2C)NC(=O)NC1C (stereo not given),9,2,0,-3,1,-16,-2,7,2.7
Cc1cccc(N2CCN(C3=NC(=O)C(=C4CCCCC4)S3)CC2)c1,4,-8,19,1,4,8,-3,15,0.9
CC(C)(C)c1ccc(OCCNC(=O)c2ncn[nH]2)cc1,1,11,-7,-1,-21,-7,4,10,1.0
COC(=O)c1c(NC(=O)Cc2ccccc2)sc2c1CC(C)(C)NC2(C)C,12,12,-8,-1,-3,-10,3,7,0.9

(more compounds)
Second line of a record: TAAR1 agonist	CHO-K1 Ca PAM	CHO-K1 Ca antag	M1 ag	M1 antag	CHO parental Ca	M1 PAM	TAAR1 antagonist	CHO-K1 Ca ag
CCC(=O)N1CCN(c2ccc(Cl)cc2NC(=O)c2cccc([N+](=O)[O-])c2)CC1
  2	-10	-13	-2	-2	-19	4	-23	0.4
COC(=O)C1(NC(=O)CNC(=O)OCc2ccccc2)CCCC1
  1	3	4	-3	-12	x	4	-14	0.5
N=c1c(C(=O)NCCN2CCOCC2)cc2c(=O)n3ccccc3nc2n1CCCN1CCOCC1
  2	-1	-13	-8	1	6	5	-27	0.4
CCCNC(=O)C1(CC2CC(c3ccccc3)=NO2)CCN(C(=O)OC(C)(C)C)CC1 (stereo not given)
  11	3	-4	-7	3	-8	2	-4	0.6
CS(=O)(=O)c1cccc(C(=O)Nc2nnc(C3=COCCO3)o2)c1
  0	-24	6	-1	-2	-8	9	-7	0.4
O=C(NCc1ccco1)C1CCCCC1
  0	0	5	-4	-5	1	6	13	-0.2
COc1cccc(C2SCC(=O)N2c2cccc(C)c2)c1OC (stereo not given)
  -4	23	-6	-11	15	-16	-21	5	1.3
Cc1nc2nc(NCc3cccs3)nn2c(C)c1Cl
  14	28	-16	-5	-2	-13	5	2	1.1
Cc1ccc(-n2nc3c(c2NC(=O)C(C)C)CS(=O)(=O)C3)cc1
  x	-9	19	3	9	7	0	x	2.7
COc1cc(NC(=S)NNC(=O)C(C)(C)O)cc(OC)c1
  0	19	-9	-7	-7	11	6	-14	1.0

The list continues:
Second line of a record: TAAR1 agonist	CHO-K1 Ca PAM	CHO-K1 Ca antag	M1 ag	M1 antag	CHO parental Ca	M1 PAM	TAAR1 antagonist	CHO-K1 Ca ag
CCn1cc(CN2CCC(n3nccc3NC(=O)CCOc3ccccc3)CC2)cn1
  1	10	-6	-1	-18	12	0	-16	0.5
CCOC(=O)/C=c1\s/c(=C\c2ccc3c(c2)OCCO3)c(=O)n1CC(=O)NCC1CCCO1 (stereo not given)
  7	-4	-5	-3	14	-11	-6	-16	0.0
CCN(CC)c1ccc(C(=O)NNC(=O)CCNC(=O)c2ccccc2)cc1
  6	22	-7	-2	-11	-14	12	2	0.7
CCCC(=O)NCn1nnc(-c2ccc(Cl)cc2)n1
  0	14	-7	-4	-3	x	6	-3	1.1
COc1cccc(C(=O)N2CCC2(C)C(=O)NC(C)C)c1 (stereo not given)
  1	14	-10	-3	-11	x	5	-18	0.8
COc1ccc(CNC(=O)C(C)n2ccc3cc(S(=O)(=O)N4CCCCCC4)ccc32)cc1 (stereo not given)
  1	-15	1	-2	-3	-11	3	-24	2.6
CC1=C(C)CC(C(=O)NCc2ccccn2)C(C(=O)O)C1 (stereo not given)
  5	3	-7	-4	4	-7	0	-3	1.9
NC(=O)c1c(NC(=O)COC(=O)c2ccc(S(=O)(=O)Nc3ccccc3)cc2)sc2c1CCCC2
  -1	-7	0	-3	10	-9	0	-16	0.1
Cc1ccc(C)c(S(=O)(=O)C(C#N)c2nc3ccccc3nc2N2CCCC2)c1 (stereo not given)
  1	15	-1	-5	-8	-12	7	16	0.5
C=CCn1c(-c2ccc(Cl)cc2)cnc1SC(C)C(N)=O (stereo not given)
  9	5	-16	-4	-10	-17	4	-27	4.9
CCC(=O)Nc1ccc(N2CCCCC2)cc1
  1	7	-12	-10	-5	-10	7	-3	-0.2
CN(CCc1nc2ccccc2[nH]1)Cc1nc(CC2CC2)no1
  1	18	-6	-6	-9	-14	3	9	0.4
COc1ccc(N2CCN(CC(=O)c3c(C)n(C)c4ccc(OC)cc34)CC2)cc1
  -1	16	-6	-8	-11	-10	6	-7	-0.1
